Bioassay records from PubChem.
KAT2A inh – GCN5L2 (KAT2A) acetyltransferase inhibition; Potency, µM (series often up to 58.9 µM), without a hit: at the highest dose activity change, negative = inhibition, usual class: inhibitors; GCN5L2 HAT assay, ThioGlo1 CoA-SH fluorescence; Q92830; hit rate 0.21% among 390,000
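Free CoA generated was detected with ThioGlo1 (50uM) fluorescence at Ex340nm/Em540nm, read immediately and after 20 min at room temperature. Enzyme, 20 nM in HEPES pH 7.5 buffer, saw compounds 15 min before adding 75uM H3(1-25) peptide and 70uM acetyl-CoA.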
DT40 TDP1 no CPT – qHTS for Inhibitors of human tyrosyl-DNA phosphodiesterase 1 (TDP1): qHTS in cells in absence of CPT. hit rate 15% among 420,000. Potency, µM (series often up to 46.2 µM), inactives show at the highest dose activity change, negative = growth inhibition, hits mostly inhibitors. DT40 Tdp1-/- hTDP1 cells, no CPT, ATP luminescence, 48 h; also: nearly all actives have a fitted effect of over 55% in size
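Compound effects on proliferation are scored in DT40 Tdp1-/-;hTDP1 cells in the absence of CPT. ATP levels (CellTiter-Glo luminescence) are recorded after a ≥48 hr, 37 °C incubation.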
TDP1 inh – blocks human tyrosyl-DNA phosphodiesterase 1 | recombinant TDP1, AlphaScreen DNA substrate cleavage | Potency, µM (series often up to 130 µM), for inactives: top-dose activity change, negative = inhibition, hits mostly inhibitors | hit rate 0.28% among 350,000; also: nearly all actives have a fitted effect of over 40% in size
Target sequence (Q9NUW8 whole entry, looked up): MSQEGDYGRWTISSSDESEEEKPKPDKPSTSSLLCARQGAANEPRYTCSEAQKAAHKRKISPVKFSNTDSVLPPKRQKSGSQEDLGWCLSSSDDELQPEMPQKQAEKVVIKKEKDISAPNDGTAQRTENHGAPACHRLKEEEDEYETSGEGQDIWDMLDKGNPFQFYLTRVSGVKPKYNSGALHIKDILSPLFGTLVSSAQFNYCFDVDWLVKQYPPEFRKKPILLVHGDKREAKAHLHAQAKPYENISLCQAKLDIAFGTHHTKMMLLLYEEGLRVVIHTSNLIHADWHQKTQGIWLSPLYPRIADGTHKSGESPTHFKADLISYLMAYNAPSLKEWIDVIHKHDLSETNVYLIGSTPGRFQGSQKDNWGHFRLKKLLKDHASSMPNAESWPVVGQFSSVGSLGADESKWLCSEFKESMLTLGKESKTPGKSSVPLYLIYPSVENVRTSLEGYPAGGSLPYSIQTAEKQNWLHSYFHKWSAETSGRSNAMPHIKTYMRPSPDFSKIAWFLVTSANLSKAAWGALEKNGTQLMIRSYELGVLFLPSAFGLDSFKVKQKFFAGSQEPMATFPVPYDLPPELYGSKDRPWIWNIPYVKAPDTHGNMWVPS
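E. coli-derived human Tdp1, 1 nM final. Cpd preinc 15 min RT; substrate 15 nM final, 5 min RT; AS bead mix 10 ug/ml final, 10 min RT. Signal loss = tyrosine-FITC cleavage. No-enzyme wells = max signal.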
* marks the source's active call; other numbers are inactive results; u = inconclusive; x = no result given; [ ] = dose if it differs, or a comment. Calls follow the shape of the dose curve; as a rule, active = well fitted curve in the direction sought with a large enough effect; inconclusive = small, poorly fitted or top-dose-only effect, or another doubt; inactive = no such curve, though single readings can be large; an effect the other way counts as inactive or inconclusive. % is scaled to controls: 0 for no effect and ±100 for the full control effect; potency is read from the fitted curve at half-maximal effect. A portion of the library. The share of hits here may be higher or lower than overall.

Structure,DT40 TDP1 no CPT,TDP1 inh,KAT2A inh
CC1CN(C(=O)Nc2ccc(C(=O)NCCc3ccccc3Cl)cc2)c2ccccc2S1 (stereo unspecified),21µM*,8%,-1%
COc1ccc(CNC2CC(=O)N(C)C2=O)cc1 (stereo unspecified),-6%,-1%,-3%
CCC/C(=N/NC(=O)c1ccccc1Cl)c1ccccc1,-4%,-15%,-4%
COc1ccc(C(=O)NCc2c(C)oc(C)c2C(=O)O)cc1,16%,x,-9%
CCOc1ccc(C(C(=O)NC2CCCC2)N(CCOC)C(=O)CNC(=O)c2ccco2)cc1 (stereo unspecified),2%,-17%,-3%
Cc1ccsc1C(=O)N(CC(C)C)c1c(N)n(Cc2ccccc2)c(=O)[nH]c1=O,-9%,3%,2%
CC(C)[C@H](NS(=O)(=O)c1ccccc1)C(=O)OCC(=O)Nc1cccc(S(N)(=O)=O)c1,-13%,0%,2%
COc1ccc(/C=N/NC(=O)c2ccc[nH]2)cc1,u,x,-10%
COC(=O)c1c(NC(=O)COc2cc(C)ccc2C(C)C)sc2c1CCC(C)C2 (stereo unspecified),-20%,-3%[12.3 µM],-1%
COc1ccc(/C(C)=N/N=C(N)N)c(OC)c1,-26%,3%,-2%
CN(CC1CCOCC1)C(=O)CC1C(=O)NCCN1Cc1cccc(Oc2ccccc2)c1 (stereo unspecified),u,x,-2%
Cc1cc(C(=O)COC(=O)c2ccc[nH]c2=O)c(C)n1-c1ccc(Br)cc1,-11%,8%,-10%
CCOc1ccc(N2CC(C(=O)Nc3ccccc3N3CCOCC3)CC2=O)cc1 (stereo unspecified),2%,-7%,-8%
CS(=O)(=O)CCC(C(=O)Nc1cccc(C(F)(F)F)c1)N1Cc2ccccc2C1=O (stereo unspecified),-18%,5%,-10%
CCOc1ccc(NC(=S)NCc2ccco2)cc1,-2%,3%,-3%
Cc1noc(/C=C/c2cccnc2)c1[N+](=O)[O-],13µM*,x,3%
O=C(O)CCCN1C(=O)C2C3c4ccccc4C(c4ccccc43)[C@@H]2C1=O (stereo partly specified),9%,x,18%
Cc1cc(=O)n2nc(N3CCCC(C(=O)NCCc4ccc(Cl)cc4)C3)sc2n1 (stereo unspecified),u,3%,-5%
CCCCN(CC)CCCNC(=O)c1cc2cc3ccc(C)cc3nc2o1,-29%,x,-13%
Cc1ccc(NC(=O)CSc2sc3c(O)cc(=O)[nH]c3c2C#N)cc1C,0%,8%,-12%
O=C(c1cc2cc(Br)ccc2oc1=O)N1CCCC1,-3%,6%,-4%
Cc1ccc(NC(=O)CC2Sc3ccccc3NC2=O)c(C)c1 (stereo unspecified),23µM*,-2%[12.3 µM],3%
NCCc1nnc(SCc2ccc(Cl)cc2)o1,0%,7%,-1%
COCCNC(=O)c1cc(-c2cccs2)on1,23µM*,1%,-1%
COc1cc(CN2CCC(C(=O)NC3CCCC3)CC2)cc(OC)c1O,u,-6%,-2%
O=C(NC1CCCC1)C1CC(O)CN1C(=O)Nc1ccccc1 (stereo unspecified),-12%,-1%,0%
CSc1nc2c(c(=O)[nH]1)C(c1cccc(Cl)c1Cl)CC(=O)N2 (stereo unspecified),u,x,-10%
Cc1c(/C=N/N2C(=O)C3C4C=CC(C4)C3C2=O)c2ccccc2n1C (stereo unspecified),-29%,3%,-3%
CC(=O)C1=C(O)C(=O)N(CCc2c[nH]c3ccccc23)C1c1ccc(C)cc1 (stereo unspecified),u,5%,-1%
CCN(CC)c1ccc(N2C(=O)/C(=C/c3cccs3)SC2=S)cc1,u,0%,-9%

An excerpt of these results, with values under each structure.
The line under a structure holds: DT40 TDP1 no CPT	TDP1 inh	KAT2A inh
> Cc1cc(=O)n2nc(N3CCCC(C(=O)NCCc4ccc(Cl)cc4)C3)sc2n1 (stereo unspecified)
 : u	3%	-5%
> CC(C)[C@H](NS(=O)(=O)c1ccccc1)C(=O)OCC(=O)Nc1cccc(S(N)(=O)=O)c1
 : -13%	0%	2%
> COc1cc(CN2CCC(C(=O)NC3CCCC3)CC2)cc(OC)c1O
 : u	-6%	-2%
> NCCc1nnc(SCc2ccc(Cl)cc2)o1
 : 0%	7%	-1%
> COc1ccc(CNC2CC(=O)N(C)C2=O)cc1 (stereo unspecified)
 : -6%	-1%	-3%
> CCOc1ccc(NC(=S)NCc2ccco2)cc1
 : -2%	3%	-3%

The list continues.
Structure,DT40 TDP1 no CPT,TDP1 inh,KAT2A inh
CCOC(=O)c1c(C2CC2)csc1NC(=O)COC(=O)CCS(=O)(=O)c1ccc(C)cc1,6%,3%,-15%
COCc1cc(C)nc(OCC(=O)N/N=C/c2ccc(C)cc2)c1C#N,9.2µM*,5%,-9%
O=C(CN1C(=O)c2ccccc2C1=O)NC1CCCCCC1,-15%,1%,2%
O=C(N/N=C/c1ccc2c(c1)OCO2)c1ccc(Br)o1,-22%,-3%,-5%
CCOc1ccc(OCc2ccc(C(=O)NCC3CCCO3)o2)cc1 (stereo unspecified),u,0%,-9%
COc1ccc(CN2C(=O)[C@@H]3C(c4ccccc4Cl)=NO[C@@H]3C2=O)cc1,-1%,7%,-7%
CCOC(=O)C1CCN(C(c2cc3ccc(C)cc3[nH]c2=O)c2nnnn2C2CCCCC2)CC1 (stereo unspecified),u,-1%,-9%
CC1(C)CC(=O)C(C=NCCN2CCN(C(=O)CC3CCCC3)CC2)=C(O)C1,1%,-1%,-1%
CCOC(=O)c1[nH]c2ccc(OC)cc2c1NC(=S)N1CCN(c2ccccn2)CC1,-3%,-1%,3%
Cn1ccsc1=NC(=O)c1ccc(S(=O)(=O)C(F)F)cc1,u,x,-4%
Cc1ccc(CSC2=Nc3ccccc3C3=NC(CC(=O)NCc4ccco4)C(=O)N23)cc1 (stereo unspecified),-14%,2%,-26%
O=C(CCCOc1ccccc1)n1nnc2ccccc21,-7%,-4%,0%
CN(C)S(=O)(=O)c1cccc(C(=O)NCC(=O)NC2CCN(Cc3ccccc3)CC2)c1,u,-3%,-5%
COc1cc(NC(=O)CSc2nnnn2Cc2ccccc2)cc(OC)c1,-12%,6%,0%
CCOC(=O)c1c(NC(=O)c2ccc(S(=O)(=O)N3CCOCC3)cc2)sc2c1CC(C)(C)NC2(C)C,u,4%,0%
COC(=O)[C@H](CC(C)C)NC(=O)c1ccc(NC[C@@H](N)CS)cc1-c1cccc2ccccc12,x,28%,-25%
CC(OC(=O)c1cccnc1)C(=O)Nc1ccc2c(c1)OCO2 (stereo unspecified),-30%,-2%,-4%
COc1cc(C(=O)Nc2nc3ccc(C)cc3s2)ccc1OCc1c(C)noc1C,18µM*,-2%,13%
COc1ccccc1CNS(=O)(=O)c1cc(Br)cc2c1N(C(C)=O)C(C)C2 (stereo unspecified),u,9%,-3%
COc1ccccc1CNc1ccc(-c2nc(-c3cccnc3)no2)cc1[N+](=O)[O-],u,6%,3%
CC1CCN(c2c(NCc3ccc(C(=O)N4CCc5ccccc54)cc3)c(=O)c2=O)CC1,5.8µM*,5%,1%
COc1ccc(C(=O)Nc2c(C)cc(C)cc2C)cc1OC,-1%,x,u
COCCNC(=O)/C(C#N)=C/c1cccc(OCc2ccccc2)c1,u,-3%,-12%
CS(=O)(=O)c1cccc(NC(=O)c2ccc(Cl)c(Cl)c2)c1,u,-1%,2%
Cc1ccc(-n2cc(-c3ccccc3)c3c(NC4CCCC4)ncnc32)cc1,23µM*,3%,-5%
COc1ccc2c(c1)c1ncn(CC3CCCO3)c(=O)c1n2C (stereo unspecified),-14%,3%,-8%
COC(=O)[C@]1(C)N[C@H](CN(C)S(=O)(=O)c2ccc(OC(F)(F)F)cc2)[C@@H]2C(=O)N(C)C(=O)[C@@H]21,-6%,-1%,3%
CCC1(C)CC2(CCCN(CCC(O)(c3ccccc3)c3ccccc3)C2)CCO1 (stereo unspecified),15µM*,x,-1%
COC(=O)C1=C(C)N(c2cccc(C(C)=O)c2)C(=O)C1,-6%,-4%,x
CCOC(=O)C(C(=O)Nc1cccc(C)c1)C1CCCCC1 (stereo unspecified),-8%,0%,0%
Clc1ccccc1OCc1nnc(-c2ccccc2)o1,u,-5%,-17%
O=C(COc1ccccc1F)Nc1ccc2nc(SCC(=O)N3CCc4ccccc43)sc2c1,5.2µM*,5%,-5%
Cc1nc2cnc(Nc3ccccc3)nc2n(CCC#N)c1=O,-21%,x,-4%
COc1cccc(-c2ccc(NC(=O)C3CCCN(Cc4cnn(C)c4C)C3)cc2)c1 (stereo unspecified),u,6%,1%
CCCN(CCC)CCCNC(=O)CC1Nc2ccccc2NC1=O (stereo unspecified),2%,5%,-7%
Cc1ccc(-c2cn3c(n2)sc2cc(C(=O)NC4CCCc5ccccc54)ccc23)cc1 (stereo unspecified),13µM*,4%,-2%
Cc1cccc(-c2nc3c4ccccc4nc(N4CCN(c5ccc(F)cc5)CC4)n3n2)c1,6%,0%,-2%
Cc1ccc(-n2c(SCC(=O)OC(C)C)nnc2-c2ccncc2)cc1,-5%,-2%,-3%
Cc1cn2c(=O)c(S(=O)(=O)NCc3ccc(F)cc3)c(C)nc2s1,-14%,0%,3%
NC[C@@H]1O[C@H](O[C@@H]2[C@H](O[C@@H]3O[C@H](CO)[C@@H](COC[C@H]4O[C@@H](CN)[C@@H](O)[C@@H](O)[C@@H]4N)[C@@H]3O)[C@@H](O)[C@@H](N)C[C@H]2N)[C@@H](N)[C@H](O)[C@@H]1O,x,1%[21 µM],6%[21.4 µM]
CCN(CC)S(=O)(=O)c1ccc2c(c1)nc(CN(C)C(=O)Nc1ccc(C)c(F)c1)n2C,u,-4%,-1%
CCOC(=O)c1cc2c(=O)[nH]ccc2nc1C,-15%,6%,-10%
O=C(OCC(=O)N1CCC(Cc2ccccc2)CC1)c1cc(Cl)ccc1O,-15%,-6%,0%
O=C(Nc1ccccc1F)C1CCCN(S(=O)(=O)c2ccc(-n3cnnn3)cc2)C1 (stereo unspecified),-19%,14%,-6%
Cc1ccc(S(=O)(=O)Nc2cc3c(cc2N2CCOCC2)n(C)c(=O)c(=O)n3C)cc1,3%,6%,-12%
Cc1ccc(NC(=O)CCC(=O)NNC(=O)c2ccccc2[N+](=O)[O-])c(C)c1,-16%,0%,4%
CCOC(=O)/C(C#N)=C\c1c(OCC)n(CC)c2ccccc12,18µM*,4%,-3%
COc1cc(/C=N/NC(=O)CC2(C)OCCCO2)ccc1OCc1ccccc1,-30%,3%,-3%
N#CNC(=Nc1cccc(C(F)(F)F)c1)SCc1ccc(C(=O)O)cc1,9%,-5%,u
CC(=O)Nc1ccc(S(=O)(=O)N2CCN(C(=O)c3ncoc3-c3ccc(F)cc3)CC2)cc1,-25%,2%,-6%
CC(C)CNC(=O)N[C@@H](CC(C)C)C(=O)O,22%,x,-14%
CCOc1cc(Br)c(C(=O)O)cc1OCC,-2%,2%,-15%
COc1ccc(C)cc1C1=Nc2ccccc2C1(C)C,-14%,0%,-3%
COC(=O)COc1ccc2oc(=O)cc(C)c2c1,-6%,7%,-4%
CCCCOc1ccc(C(O)(CC)CCN2CCOCC2)cc1 (stereo unspecified),-27%,3%,-4%
O=C(Nc1ccccc1)c1cccc(C(=O)Nc2ccccc2)n1,4%,2%,0%
CCOC(=O)CSC1=N/C(=C/c2ccc(-n3cncn3)cc2)C(=O)N1C(C)=O,12µM*,0%,-5%
CCOc1ccc(OCC)c(NC(=O)c2cc3ccccn3n2)c1,u,5%,-6%
COc1ccc([C@H]2Cc3cccc(O)c3C(=O)O2)cc1O,-12%,-15%,-12%
Cc1ccc(NC(=O)Cn2cc(C=O)c3ccccc32)cc1C,u,x,-23%

(further entries)
Structure,DT40 TDP1 no CPT,TDP1 inh,KAT2A inh
Cn1c(Cn2c(=O)sc3ccccc32)nnc1SCC(=O)NCC1CCCO1 (stereo unspecified),8%,8%,1%
COc1ccccc1CNc1ncnc2c1c(-c1ccccc1)cn2-c1cccc(C)c1,-102%,0%,-10%
CS(=O)(=O)c1sc(C(=O)NC(=O)Nc2cccc(C(F)(F)F)c2)c2c1C=CCC2,u,1%,-12%
COc1cc2cc(CNc3ccccc3)c(=O)n(CC(=O)Nc3ccccc3)c2cc1OC,18µM*,5%,-18%
